From PubChem
G9a inh: inhibitors of human histone lysine methyltransferase G9a. Q96KQ7. G9a H3K9 monomethylation, AlphaScreen, 2 h. Potency, µM (titrated, usually from 102 µM), for the others: at the top dose activity, negative = inhibition, hits mostly inhibitors. 8.8% of 350,000 active. AID 504332; further: potency means the concentration at half of the fitted maximal effect; on the % scale 0 is the no-effect control and ±100 the full control effect; nearly all actives have a fitted effect of over 75% in size
Target sequence (Q96KQ7 913-1193 limits assumed): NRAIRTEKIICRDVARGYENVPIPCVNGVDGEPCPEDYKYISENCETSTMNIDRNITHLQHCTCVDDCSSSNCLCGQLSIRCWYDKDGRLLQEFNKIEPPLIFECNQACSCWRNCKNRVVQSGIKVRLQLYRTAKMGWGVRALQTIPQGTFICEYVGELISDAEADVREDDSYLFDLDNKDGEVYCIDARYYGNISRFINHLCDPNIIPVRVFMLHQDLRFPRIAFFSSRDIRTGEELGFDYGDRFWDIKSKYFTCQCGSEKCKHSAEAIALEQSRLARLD
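G9a (20 nM) was preincubated 15 min with compound, then reacted 2 h at room temperature with 500 nM biotin-H3K9 peptide and 20 µM SAM. Monomethyl-H3K9 detected by AlphaScreen using anti-H3K9me1 antibody.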
Pin1 inh: blocks the human prolyl isomerase Pin1. Q13526. AID 504891. 0.009% of 390,000 active. Pin1 FP peptide displacement, HiFluor488, 10 min. Potency, µM (highest dose often 115 µM), inactives show at the highest dose activity, negative = inhibition, actives largely listed as inhibitors; active means well fitted inhibition curve with a large enough effect in the polarisation, with a control signal flat, not every such curve was filed as active; inconclusive means small, poorly fitted or top-dose-only effect, or effect the other way, or a change in a side signal; inactive means no such curve, though single readings can be large or run the other way; the % refers to the polarisation; further: potency means the concentration at half of the fitted maximal effect; on the % scale 0 is the no-effect control and ±100 the full control effect
Target sequence (Q13526 whole entry, looked up): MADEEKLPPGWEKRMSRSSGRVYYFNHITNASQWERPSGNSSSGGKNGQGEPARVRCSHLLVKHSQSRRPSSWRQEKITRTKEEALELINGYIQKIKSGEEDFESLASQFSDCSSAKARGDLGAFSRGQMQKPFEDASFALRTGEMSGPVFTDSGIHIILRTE
BAZ2B block: inhibitors of human BAZ2B bromodomain; Q9UIF8; AlphaScreen BAZ2B-H3K14Ac peptide displacement; Potency, µM (highest dose often 114 µM), for inactives: at the highest dose activity change, negative = inhibition, usual class: inhibitors; 4.4% of 360,000 active; AID 504333; further: potency means the concentration at half of the fitted maximal effect; on the % scale 0 is the no-effect control and ±100 the full control effect; nearly all actives have a fitted effect of over 60% in size
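Compounds, titrated to a top concentration of 110 uM, were incubated 30 min at room temperature with preformed BAZ2B/acetyl-K14 H3 peptide complex (50 nM each). Proximity signal was measured by AlphaScreen after 20 min with beads.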
JMJD2A Tudor: JMJD2A Tudor domain (human) inhibition | O75164 | AlphaScreen JMJD2A-Tudor / H3K4me3 peptide binding | Potency, µM (highest dose often 114 µM), for the others: top-dose activity change, negative = inhibition, most hits filed as inhibitors | 4.4% of 390,000 active; further: potency means the concentration at half of the fitted maximal effect; on the % scale 0 is the no-effect control and ±100 the full control effect; nearly all actives have a fitted effect of over 50% in size
PI4K2A block: inhibitors of human PI4K2A; AID 1346378; Q9BTU6; 0.13% of 420,000 active; activity change, negative = inhibition, % at 76.9 µM; purified PI4K2A, ADP-Glo luminescence, 1 h; active compounds read low; in the data active means activity change below about -50%; inconclusive means mostly about -30% to -49%;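 further: -100% = wells without enzyme as full effect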
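PI4K2A activity was measured by ADP-Glo luminescence: enzyme (4 ug/mL stock) and phosphatidylinositol (1.2 mM stock) in Tris pH 7.5/MgCl2/EGTA/Triton X-100 buffer were reacted with ATP (300 microM stock) for one hour at ambient temperature.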
GLS inh: inhibitors of human glutaminase (GLS); O94925; GLS enzymatic activity, qHTS titration; Potency, µM (series often up to 45.5 µM), for the others: at the top dose activity change, negative = inhibition, most hits filed as inhibitors; 0.21% of 410,000 active; further: potency means the concentration at half of the fitted maximal effect; on the % scale 0 is the no-effect control and ±100 the full control effect
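Assay buffer: 45 mM KH2PO4 pH 8.2, 0.02% Tween-20. hKGA acts on L-glutamine (1 mM solution added); product glutamate is reported by an oxidase/peroxidase Amplex Red coupling, with fluorescence taken at baseline and 30 min.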
PGK inhibitor: blocks T. brucei phosphoglycerate kinase; 0.043% of 380,000 active; PGK/GAPDH coupled, Kinase-Glo luminescence, 60 min; Potency, µM (series often up to 57.5 µM), for the others: at the highest dose activity change, negative = inhibition, usual class: inhibitors; further: potency means the concentration at half of the fitted maximal effect; on the % scale 0 is the no-effect control and ±100 the full control effect; nearly all actives have a fitted effect of over 60% in size
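Luminescent ATP detection (Kinase-Glo Plus) follows a 60-minute room-temperature incubation, with wells lacking PGK as controls. Buffer: 100 mM TEA (pH 7.6), 5 mM MgCl2, 0.01% Tween-20. Coupling enzyme GAPDH (100 nM final) supplies unstable 1,3-BPG in-well.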
ERG-DNA inh: inhibitors of human ERG Ets domain-DNA interaction; AID 624246; P11308; 0.028% of 370,000 active; fluorescence polarization, His-ERG Ets domain / labelled DNA; Potency, µM (series often up to 76.9 µM), for inactives: at the top dose FP activity, negative = inhibition, usual class: inhibitors; active means well fitted inhibition curve with a large enough effect in the polarisation, with a control signal flat; inconclusive means small, poorly fitted or top-dose-only effect, or effect the other way, or a change in a side signal; inactive means no such curve, though single readings can be large or run the other way; the % refers to the polarisation;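 further: polarization taken with two DNA probes labelled with fluorescein and Texas red; potency means the concentration at half of the fitted maximal effect; % of control where 0% means no effect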
Target sequence (P11308 whole entry, looked up, the tested form may be a part): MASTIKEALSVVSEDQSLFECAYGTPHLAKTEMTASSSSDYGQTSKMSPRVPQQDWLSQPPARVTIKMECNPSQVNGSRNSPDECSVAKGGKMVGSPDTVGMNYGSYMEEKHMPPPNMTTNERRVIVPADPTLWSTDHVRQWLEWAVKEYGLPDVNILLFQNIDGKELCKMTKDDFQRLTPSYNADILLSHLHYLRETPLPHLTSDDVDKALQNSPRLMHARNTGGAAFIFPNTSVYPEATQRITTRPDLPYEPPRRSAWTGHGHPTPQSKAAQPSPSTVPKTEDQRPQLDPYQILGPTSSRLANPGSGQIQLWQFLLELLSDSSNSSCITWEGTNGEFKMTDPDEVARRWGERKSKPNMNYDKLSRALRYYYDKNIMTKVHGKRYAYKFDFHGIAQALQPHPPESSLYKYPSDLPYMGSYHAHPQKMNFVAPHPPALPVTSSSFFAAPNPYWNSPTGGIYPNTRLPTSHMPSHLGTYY
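His-tagged ERG Ets domain (1 uM in the protein solution; 300mM KCl, 50mM Tris-HCl, 1mM EDTA, 1mM DTT, pH 7.5) received compound, then a probe mix of 5 nM fluorescein-DNA and 100nM Texas-615-DNA. Fluorescence polarization was read for both dyes.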
HP1b chromo inh: blocks HP1-beta chromodomain binding to methylated histone tails; P83916; AlphaScreen HP1-beta / biotin-H3K9me3 peptide binding; Potency, µM (titrated, usually from 114 µM), for inactives: at the top dose activity change, negative = inhibition, actives largely listed as inhibitors; 0.56% of 390,000 active; AID 540317; further: potency means the concentration at half of the fitted maximal effect; nearly all actives have a fitted effect of over 70% in size; inactives centre near 23
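Compound inhibition of the preformed complex between 50 nM HP1-beta and 50 nM biotinylated H3K9me3 peptide was read by AlphaScreen. Buffer was PBS pH 7.4 with 0.01% Tween-20. Incubations ran 30 min at room temperature, with 10 ug/mL donor/acceptor beads.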
* hit, by the source's call; i = inactive; ? = inconclusive; . = no result given; [ ] = remark or other dose. Unless noted, the call rests on the fitted dose curve; in most records, active means well fitted curve in the direction sought with a large enough effect; inconclusive means small, poorly fitted or top-dose-only effect, or another doubt; inactive means no such curve, though single readings can be large; an effect the other way counts as inactive or inconclusive.

entry	G9a inh	Pin1 inh	BAZ2B block	JMJD2A Tudor	PI4K2A block	GLS inh	PGK inhibitor	ERG-DNA inh	HP1b chromo inh	SMILES
1	-8.3%	-2.6%	-11.9%	-1.3%	0.0	-7.2%	10.6%	-1.1%	40.7%[activator]	CCOc1ccc(CNC2CCCCCCC2)cc1OC
2	6.4%	-1.5%	-3.8%	-31.7%	0.8	28.0%	-4.5%	1.7%	0.4%	CCOc1ccc(-c2cn[nH]c2N)cc1
3	6.0%	0.9%	4.7%	-11.1%	0.1	25.3%	-2.6%	-6.0%	32.0%	CC1CCN(CC(=O)N2CCN(c3ccccc3)CC2)CC1
4	-1.0%[12.7 µM]	-1.2%	6.2%	-15.6%	-1.7	6.2%	4.7%	3.4%	28.4%	COC(=O)c1ccccc1S(=O)(=O)N1CCC(C(=O)NC2=NCCS2)CC1
5	.	-0.5%	-15.7%	2.4%	-3.7	-5.3%	-6.6%	-8.4%	35.8%	Cc1cccnc1NC(=O)Cn1c(=O)oc2ccccc21
6	24.1%[12.7 µM]	1.4%	?	?	-6.2	5.1%	-1.9%	-5.0%	-17.1%	Oc1ccccc1-n1c(-c2ccccc2)ccc1-c1ccccc1
7	-7.6%[59 µM]	3.8%	-29.0%	-11.8%	-2.4	-0.9%	-8.1%	-3.4%	14.6%[57 µM]	Cc1cccc(OCC(=O)N=Nc2c(O)[nH]c3ccc([N+](=O)[O-])cc23)c1
8	-32.4%	-10.4%	7.8%	0.0%	-4.5	-0.4%	i	2.7%	38.0%	COc1ccccc1NC(=O)c1ccc(C)s1
9	.	0.6%	.	-12.4%	0.6	-5.0%	i	-1.1%	13.4%[57 µM]	Cc1cc(C)c(NC(=O)COC(=O)c2ccncc2)c(C)c1
10	-7.1%	3.7%	.	-20.4%	-3.5	-0.9%	-2.2%	4.6%	23.6%	COCCNC(=O)CCCn1c(=O)c2cc(OC)c(OC)cc2n(CC(=O)Nc2ccc(C)c(F)c2)c1=O
11	0.5%[59 µM]	-0.2%	-0.2%	-0.7%	-0.2	-0.3%	-3.3%	-5.4%	29.7%	COc1ccc(CCC(=O)OCC(=O)NCc2ccc3c(c2)OCO3)cc1
12	-2.6%	?	9.3%	-9.8%	4.3	-3.4%	-0.4%	-0.9%	65.2%[activator]	Cc1nc(-c2ccccc2)sc1C(=O)Nc1ccc(S(N)(=O)=O)cc1
13	?	-11.5%	-14.7%	-4.8%	0.7	13.3%	-7.1%	-7.3%	26.8%	COCCNC(=S)NNC(=O)c1cc(-c2cccnc2)nc2ccccc12
14	-44.5%[59 µM]	-1.2%	-11.9%[57.1 µM]	?	1.3	2.8%	-13.9%	6.3%	-7.8%	Cc1ccc(-n2ncc(C(=O)NCCCN3CCc4ccccc4C3)c2C2CCN(C(=O)OC(C)(C)C)CC2)cc1C
15	13.2%	2.4%	-25.4%	-13.6%	-4.0	2.9%	-7.5%	6.4%	24.6%	Cc1cc(=O)[nH]c(NCc2ccc(Cl)cc2)n1
16	23.6%	5.9%	9.2%	1.1%	6.3	13.0%	-5.3%	-3.5%	42.9%[activator]	N#C/C(=C\c1ccncc1)c1ccc(NC(N)=O)cc1

Shown with values under each structure: entries from further up.
Under each structure: G9a inh, Pin1 inh, BAZ2B block, JMJD2A Tudor, PI4K2A block, GLS inh, PGK inhibitor, ERG-DNA inh, HP1b chromo inh
6	Oc1ccccc1-n1c(-c2ccccc2)ccc1-c1ccccc1
  24.1%[12.7 µM], 1.4%, ?, ?, -6.2, 5.1%, -1.9%, -5.0%, -17.1%
7	Cc1cccc(OCC(=O)N=Nc2c(O)[nH]c3ccc([N+](=O)[O-])cc23)c1
  -7.6%[59 µM], 3.8%, -29.0%, -11.8%, -2.4, -0.9%, -8.1%, -3.4%, 14.6%[57 µM]
8	COc1ccccc1NC(=O)c1ccc(C)s1
  -32.4%, -10.4%, 7.8%, 0.0%, -4.5, -0.4%, i, 2.7%, 38.0%
9	Cc1cc(C)c(NC(=O)COC(=O)c2ccncc2)c(C)c1
  ., 0.6%, ., -12.4%, 0.6, -5.0%, i, -1.1%, 13.4%[57 µM]
10	COCCNC(=O)CCCn1c(=O)c2cc(OC)c(OC)cc2n(CC(=O)Nc2ccc(C)c(F)c2)c1=O
  -7.1%, 3.7%, ., -20.4%, -3.5, -0.9%, -2.2%, 4.6%, 23.6%
11	COc1ccc(CCC(=O)OCC(=O)NCc2ccc3c(c2)OCO3)cc1
  0.5%[59 µM], -0.2%, -0.2%, -0.7%, -0.2, -0.3%, -3.3%, -5.4%, 29.7%
12	Cc1nc(-c2ccccc2)sc1C(=O)Nc1ccc(S(N)(=O)=O)cc1
  -2.6%, ?, 9.3%, -9.8%, 4.3, -3.4%, -0.4%, -0.9%, 65.2%[activator]
13	COCCNC(=S)NNC(=O)c1cc(-c2cccnc2)nc2ccccc12
  ?, -11.5%, -14.7%, -4.8%, 0.7, 13.3%, -7.1%, -7.3%, 26.8%
14	Cc1ccc(-n2ncc(C(=O)NCCCN3CCc4ccccc4C3)c2C2CCN(C(=O)OC(C)(C)C)CC2)cc1C
  -44.5%[59 µM], -1.2%, -11.9%[57.1 µM], ?, 1.3, 2.8%, -13.9%, 6.3%, -7.8%

One compound at a time, as listed above:
Oc1ccccc1-n1c(-c2ccccc2)ccc1-c1ccccc1 is listed as G9a inh = 24.1%[12.7 µM]; Pin1 inh = 1.4%; BAZ2B block = ?; JMJD2A Tudor = ?; PI4K2A block = -6.2; GLS inh = 5.1%; PGK inhibitor = -1.9%; ERG-DNA inh = -5.0%; HP1b chromo inh = -17.1%
COC(=O)c1ccccc1S(=O)(=O)N1CCC(C(=O)NC2=NCCS2)CC1 is listed as G9a inh = -1.0%[12.7 µM]; Pin1 inh = -1.2%; BAZ2B block = 6.2%; JMJD2A Tudor = -15.6%; PI4K2A block = -1.7; GLS inh = 6.2%; PGK inhibitor = 4.7%; ERG-DNA inh = 3.4%; HP1b chromo inh = 28.4%

Carrying on.
entry	G9a inh	Pin1 inh	BAZ2B block	JMJD2A Tudor	PI4K2A block	GLS inh	PGK inhibitor	ERG-DNA inh	HP1b chromo inh	SMILES
17	14.2%	5.2%	-11.4%	-1.4%	-0.6	18.5%	-5.6%	-1.1%	17.0%	Cc1ccc(NC(=O)Nc2c(C)n(C)n(-c3ccccc3)c2=O)cc1
18	.	?	?	-28.2%	-4.2	3.8%	-6.4%	-0.5%	4.7%	CCN(CCO)c1ccc(N=Nc2cc(C)[nH]n2)cc1
19	.	2.1%	?	-14.8%	-1.6	16.0%	-5.9%	-0.2%	-1.0%	COc1cccc(NS(=O)(=O)c2cc3c(cc2C)N(C)CCO3)c1
20	48.6%	-3.6%	1.7%	-4.3%	2.7	-7.5%	i	-13.7%	25.5%	C=CCn1c(SCC(=O)NCC2CCCO2)nc2sc(C)c(C)c2c1=O (centres undefined)
21	10.3%	-5.2%	-38.4%	-21.4%	3.3	-4.3%	-0.2%	0.7%	36.1%	CCOc1cc(Br)c(COc2ccc(C)nc2[N+](=O)[O-])cc1OCC
